FEN1 inhibitor: qHTS Assay for the Inhibitors of Human Flap endonuclease 1 (FEN1); Recombinant FEN1 flap cleavage, fluorescence, 15 min; Potency, µM (top dose mostly 114 µM), inactives show top-dose activity change, negative = inhibition, most hits filed as inhibitors; actives 0.35% (n = 390,000); AID 588795, 2011; note: nearly all actives have a fitted effect of over 65% in size
Target sequence (P39748 whole entry, looked up): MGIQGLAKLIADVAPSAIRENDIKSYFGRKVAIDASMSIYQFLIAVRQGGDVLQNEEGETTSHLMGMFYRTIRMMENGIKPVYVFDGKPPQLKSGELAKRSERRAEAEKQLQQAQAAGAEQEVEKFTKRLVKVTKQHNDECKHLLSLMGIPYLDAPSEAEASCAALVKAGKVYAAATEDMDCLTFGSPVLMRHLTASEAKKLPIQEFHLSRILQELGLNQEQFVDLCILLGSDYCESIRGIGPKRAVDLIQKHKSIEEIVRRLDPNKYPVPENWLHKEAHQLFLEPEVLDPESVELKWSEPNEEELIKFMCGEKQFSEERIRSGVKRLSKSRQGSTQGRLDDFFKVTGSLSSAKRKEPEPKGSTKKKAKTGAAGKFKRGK
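Concentration–response screening of FEN1 (10 nM): 15 min compound preincubation at room temperature, reaction started with 50 nM substrate and read at 0 and 15 min. Corrected, normalized data were fitted by a four-parameter Hill equation.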
N370S GC mod: qHTS Assay for Inhibitors and Activators of N370S glucocerebrosidase as a Potential Chaperone Treatment of Gaucher Disease; N370S GC spleen homogenate, 4MU-glucoside fluorescence; AID 2101, 2009; Potency, µM (doses to about 59.4 µM), for the others: top-dose activity change, negative = inhibition, usual class: inhibitors; actives 0.092% (n = 330,000);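 note: 0% = full enzyme activity and -100% = no enzyme basal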
TDP1 block: qHTS Assay for Inhibitors of Tyrosyl-DNA Phosphodiesterase (TDP1); Tyrosyl-DNA phosphodiesterase 1 (Homo sapiens), Q9NUW8; recombinant TDP1, AlphaScreen DNA substrate cleavage; Potency, µM (doses to about 130 µM), inactives show at the top dose activity change, negative = inhibition, most hits filed as inhibitors; actives 0.28% (n = 350,000); note: nearly all actives have a fitted effect of over 40% in size
Target sequence (Q9NUW8 whole entry, looked up): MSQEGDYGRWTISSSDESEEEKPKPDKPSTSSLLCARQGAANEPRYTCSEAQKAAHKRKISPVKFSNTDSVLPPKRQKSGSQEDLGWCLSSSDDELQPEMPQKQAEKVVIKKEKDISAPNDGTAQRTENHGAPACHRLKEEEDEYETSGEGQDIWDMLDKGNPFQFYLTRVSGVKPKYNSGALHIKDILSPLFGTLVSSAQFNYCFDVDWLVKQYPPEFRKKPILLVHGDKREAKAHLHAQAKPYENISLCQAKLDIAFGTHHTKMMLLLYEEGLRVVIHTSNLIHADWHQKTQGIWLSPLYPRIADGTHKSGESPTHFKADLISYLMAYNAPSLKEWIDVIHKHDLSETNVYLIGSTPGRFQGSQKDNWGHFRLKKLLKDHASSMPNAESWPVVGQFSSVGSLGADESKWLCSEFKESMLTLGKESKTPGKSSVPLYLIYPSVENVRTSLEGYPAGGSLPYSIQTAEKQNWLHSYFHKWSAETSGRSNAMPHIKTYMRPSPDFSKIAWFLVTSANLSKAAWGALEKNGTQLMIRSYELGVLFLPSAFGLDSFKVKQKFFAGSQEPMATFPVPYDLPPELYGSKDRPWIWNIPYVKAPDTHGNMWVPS
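Signal: AlphaScreen proximity between streptavidin donor and anti-FITC acceptor beads on intact substrate. Reaction: Tdp1 1 nM, substrate 15 nM final, 5 min RT after 15 min compound preincubation.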
* marks the source's active call; other numbers are inactive results; u = inconclusive; x = not tested or not shown; & = joins results of further samples; [ ] = another dose, or the depositor's remark. Calls come from the whole dose curve; as a rule, active = well fitted curve in the direction sought with a large enough effect; inconclusive = small, poorly fitted or top-dose-only effect, or another doubt; inactive = no such curve, though single readings can be large; an effect the other way counts as inactive or inconclusive. Unless noted, % is set by controls: 0 for no effect and ±100 for the full control effect; potency is the fitted concentration of half-maximal effect.

molecule	FEN1 inhibitor	N370S GC mod	TDP1 block
CC(C)Cc1cc(C(=O)Nc2ccc(Br)cc2)no1	17%	7%	x
NC(=O)c1ccc(Oc2ccc(C(N)=O)cc2)cc1	3%	-4%	9%
CCc1ccc(S(=O)(=O)Nc2ccncc2)cc1	1%	-30%	x
Cc1cc(C)c2sc(N(CCCN(C)C)C(=O)CN3C(=O)c4ccccc4C3=O)nc2c1	-3%	-19%	4%
O=C(CSc1oc(-c2cccs2)nc1S(=O)(=O)c1ccccc1)Nc1ccc(F)cc1	10%	x	9%
O=C(Nc1ccc2c(c1)nc1n2CCSC1)c1ccccc1	11%	8%	2%
COc1cc(Br)cc2cc(C(=O)N3CCN(C(=O)c4ccco4)CC3)c(=O)oc12	-11%	3%	6%
COc1ccc(CCNC(=O)c2ccc(Cl)cc2Cl)cc1OC	-6%	1%	3%
C/C(CC(=O)NC12CC3CC(CC(C3)C1)C2)=N\NC(=O)c1ccc(C)cc1	0%	0%	-2%
COc1cc(-c2cc(OC)c3c(C)oc(C)c3c(=O)c2)ccc1OC(=O)c1ccccc1Cl	7%	x	7%
C/C=C(\C)C(=O)NCCN1C2=NC[C@@H](C)N2C[C@H]1Cc1ccc(O)cc1	2%	8%	4%
CCOC(=O)C(CCC#N)(CCC#N)C(=O)OCC	0%	-10%	0%
CCOC(=O)CCNC(=O)N1CCCC(CCC(=O)N(C)CCc2ccccn2)C1 (stereo not given)	24%	-11%	4%
CCOc1ccc(CC(=O)NNC(=O)NC2CCCCC2)cc1	-2%	1%	0%
O=C(c1ccccc1)N1CCN(CC(O)COC2CCCCC2)CC1 (stereo not given)	8%	-1%	2%
COc1ccc(C(O)P(=O)(OCc2ccccc2)c2ccc(N(C)C)cc2)cc1 (stereo not given)	-14%	12%	2%
CCOC(=O)C1=C(C)NC(=O)CC1c1ccccc1 (stereo not given)	-7%	0%	2%
C/C(=N\O)C1CCCCC1	x	-2%	8%
c1ccc(Nc2nnc(-c3cccnc3)s2)cc1	4%	9%	x
COc1ccc(OC)c(/C=N/NC(=O)c2[nH]nc3c2CCc2ccccc2-3)c1	11%	10%	2%
COc1ccc(CN2CCN(C(=O)Cn3nc(C)n4cccc4c3=O)CC2)c(OC)c1OC	-6%	3%	2%
c1ccc(Oc2nc(N3CCOCC3)nc(N3CCOCC3)n2)cc1	3%	x	0%
N#CNC1=NCN(Cc2ccccc2)CN1	6%	-26%	3%
CC[C@H](C)[C@H](NC(=O)c1ccc(Cl)cc1)C(=O)OCC(=O)c1c(N)n(C)c(=O)n(C)c1=O	7%	x	0%
CCOC(=O)N1CCC(N2Cc3cccc(C(=O)Nc4ccccc4OC)c3C2=O)CC1	-17%	-16%	4%
Cc1csc(NC(=O)CCS(=O)(=O)c2ccc(Br)cc2)n1	-8%	1%	-10%
COc1ccc(/C=N/NC(=O)c2c(C)nc3ccccn23)cc1[N+](=O)[O-]	-4%	3%	0%
O=C(CSCc1cccc(Br)c1)N1CCOCC1	-6%	-6%	-2%
COc1ccc(-c2ccc(-c3noc(C4CCCCC4)n3)c(OC)n2)cc1	-18%	10%	2%
COc1ccc(NC(=O)CSc2ccc(C)cc2)cc1	-12%	4%	4%[56.1 µM]
CCCn1c(C(C)NC(C)=O)nc2ccccc21 (stereo not given)	3%	-12%	0%
COC(=O)[C@@]12CCCN1[C@H](c1ccc(SC3CCCCC3)cc1)[C@H]1C(=O)N(C)C(=O)[C@H]12	-22%	2%	2%
O=C(NNC(=S)Nc1cccc(C(F)(F)F)c1)c1ccccc1Cl	4%	3%	3%
COc1cccc(NC(=O)C2CCN(S(=O)(=O)c3ccc4[nH]c(=O)ccc4c3)CC2)c1	12%	4%	x
Cc1c(F)cccc1NS(=O)(=O)c1ccc2c(c1)NC(=O)CO2	-12%	-2%	1%
CC1(C)c2ccccc2-n2c1cc1oc(=O)cc(O)c1c2=O	-12%	5%	5%
COc1ccccc1N1C(=O)C2C(c3ccc(F)cc3)NN(C(=O)c3ccc(C)cc3)C2C1=O (stereo not given)	3%	2%	2%
CCOC(=O)Cn1c(=O)c2c(nc3n2CCN3c2ccc(C)cc2)n(C)c1=O	x	3%	5%
O=C(O)c1ccc(NS(=O)(=O)c2ccc3c(c2)C(=O)c2ccccc2C3=O)cc1	-11%	-7%	-8%
CCN(Cc1ccccc1)C(=O)c1ccc(C(=O)N(CC)Cc2ccccc2)cc1	4%	-14%	x
CCOC(=O)c1sc(NC(=O)COC(=O)c2ccco2)nc1C	-2%	0%	0%
CC(=O)Nc1sc(C)c(C)c1C(=O)OCC(=O)NC(C)c1ccccc1 (stereo not given)	-5%	-10%	-5%
O=C(NN1CCOCC1)c1cc(-c2ccc(Br)cc2)nc2ccccc12	5%	-23%	2%
COc1ccccc1/C=C/C(=O)OCC(=O)Nc1ccc2c(c1)OCO2	3%	x	1%
COc1ccccc1OCCNC(=O)c1ccc(C)c(S(=O)(=O)N2CCOCC2)c1	7%	2%	x
CCN(C[C@H]1N[C@@](C)(C(=O)OC)[C@H]2C(=O)N(C)C(=O)[C@@H]12)S(=O)(=O)c1ccc(F)cc1	1%	x	0%
COc1cc2cc(CN(CCc3cccc(C)c3)C(=S)NCCCN3CCOCC3)c(=O)[nH]c2cc1OC	-5%	u	6%
COc1cc2c3nnc(-c4ccccc4)c-3cn(Cc3ccc(F)cc3)c2cc1OC	u	-27%	6%
Cc1ccc(Cn2c(Cc3ccccc3)nc3ccccc32)cc1	-11%&-3%	15%	1%
O=C(COC(=O)CCCSc1nc2ccccc2[nH]1)Nc1ccc(Oc2ccccc2)cc1	-22%	10%	8%

An excerpt of these results, with two lines to a compound:
Order of values: FEN1 inhibitor, N370S GC mod, TDP1 block
> COc1ccc(/C=N/NC(=O)c2c(C)nc3ccccn23)cc1[N+](=O)[O-]
→ -4%, 3%, 0%
> O=C(CSCc1cccc(Br)c1)N1CCOCC1
→ -6%, -6%, -2%
> COc1ccc(-c2ccc(-c3noc(C4CCCCC4)n3)c(OC)n2)cc1
→ -18%, 10%, 2%
> COc1ccc(NC(=O)CSc2ccc(C)cc2)cc1
→ -12%, 4%, 4%[56.1 µM]

New compounds follow
molecule	FEN1 inhibitor	N370S GC mod	TDP1 block
O=C(/C=C/c1ccccc1)N1CCC(c2ccccc2)C1 (stereo not given)	1%	4%	2%
O=C(NC(=S)NC(=O)c1ccccc1F)c1ccccc1F	0%	-2%	1%
COc1ccc2c(c1)c(C(=O)N/N=C/c1cccc(Br)c1)c(C)n2C	-1%	2%	x
CCO[C@H]1OC(C(=O)N2CCN(Cc3ccccc3)CC2)=C[C@@H](c2coc3ccccc3c2=O)[C@@H]1CCCO	18%	-8%	1%
COC(=O)C1C(O)=C(C=NCC(C)N=CC2=C(O)C(C(=O)OC)C(C)(C)CC2=O)C(=O)CC1(C)C (stereo not given)	3%	-9%	2%
N#Cc1nc(Cc2ccccc2)oc1N1CCN(c2cccc(Cl)c2)CC1	-2%	10%	11%
O=C(CN1C(=O)NC2(CCCC2)C1=O)N1CCN(S(=O)(=O)c2ccc(Cl)cc2)CC1	0%	-3%	6%
O=C1CCCc2c1[nH]c1ccc(CN3CCCCC3)cc21	-7%	-7%	-4%
CCOCCCn1c(=NC(=O)c2cccs2)c(C#N)cc2c(=O)n3cccc(C)c3nc21	-11%	u	6%
Cc1cc(=O)[nH]c(N/N=C/c2ccc(Br)s2)n1	-12%	3%	8%
Cc1nc(NNC(=O)c2ccc([N+](=O)[O-])cc2)cc(-c2ccccc2)n1	-14%	-13%	2%
COc1ccc(OC)c(-c2cc(C3CCN(c4cc(Cl)nc(N)n4)CC3)[nH]n2)c1	-18%	-2%	10%
COc1cc(OC)cc(-c2sc3ccc(OC)cc3c2-c2ccc3cc[nH]c3c2)c1	-22%	x	3%
CCOC(=O)c1ccc(NS(=O)(=O)c2ccc(Br)s2)cc1	16%	x	0%
CC(C)c1cc(-c2cc(-c3ccccc3)on2)nc(NC2CCCC2)n1	-19%	18%	-12%
CCCSc1nnc(NC(=O)CSc2nc3[nH]c(=O)cc(O)c3s2)s1	-9%	x	u
Cc1ccc(S(=O)(=O)N(C)Cc2ccc(C(=O)NN=C(CC(C)C)CC(C)C)cc2)cc1	11%	10%	6%
COc1cc(S(=O)(=O)N2CCN(C(=O)c3ccco3)CC2)ccc1Cl	3%	1%	x
O=C(Nc1sc2c(c1C(=O)NC1CC1)CCCCCC2)c1ccco1	1%	9%	-2%
CCn1c(N2CCN(CC(=O)c3c(C)n(C)c4ccc(OC)cc34)CC2)nc2c1c(=O)[nH]c(=O)n2C	7%	9%	2%
COC(=O)c1cc(S(=O)(=O)NCC2CCN(Cc3cccc(F)c3)CC2)c[nH]1	13%&20%	2%	-3%&8%
CCCNC(=O)Cn1nc(C(F)(F)F)cc1C	-12%	3%	4%
Cc1cc(Oc2ccc(C)c(Cl)c2)nc(SCC(=O)c2ccccc2)n1	9%	11%	x
CC(NC(=O)CCNS(=O)(=O)c1cccc2nsnc12)c1ccccc1 (stereo not given)	-2%&-3%	-6%	-10%&6%
Cc1cc(C)nc(SCc2nnc(SCC(=O)NCc3ccco3)n2-c2ccccc2)n1	3%	-5%	-4%
O=C(Cn1cc(S(=O)(=O)Cc2cccc([N+](=O)[O-])c2)c2ccccc21)N1CCOCC1	-7%	-6%	1%
O=C(Nc1cccc(-c2cn3cccnc3n2)c1)c1ccc(Br)o1	-22%	0%	x
c1ccc(-c2ccccc2OCCCN2CCCCCC2)cc1	1%	3%	0%
CC(NC(=O)COC(=O)c1ccc2c(c1)OCO2)c1ccccc1 (stereo not given)	2%	-20%	8%
O=c1[nH]c(=O)c2ncc(-c3ccc(Cl)cc3)nc2[nH]1	x	19%	5%
CCOC(=O)c1ccccc1NC(=O)NCc1c(-n2cccc2)sc2c1CCCC2	-10%	x	3%
O=C1CCN(Cc2nnnn2CC2CCCO2)c2ccccc2N1 (stereo not given)	7%	-6%	7%
CCn1c(=O)c(C(=O)NNS(=O)(=O)c2ccc(Cl)cc2)c(O)c2ccccc21	-9%	11%	8%
CCOCCCNC(=O)c1cn(C)c2ccc(S(=O)(=O)N(C)C3CCCCC3)cc2c1=O	x	12%	8%
Cc1oc2ccc(O)c(CN3CCC(C)CC3)c2c1C(=O)Nc1ccccc1	-8%	x	-7%
CCC(=O)N1CC23C=CC(CC2CC12CCCCC2)O3 (stereo not given)	-7%	-1%	-8%
Cc1cccc(-c2nnn3c2nc(NCc2ccc4c(c2)OCO4)c2ccccc23)c1	1%	x	-1%
O=C(CN1CCCC1)Nc1ccc(Br)cc1[N+](=O)[O-]	-8%	-13%	x
Cc1nc(/N=C(\N)NC(=O)c2ccccc2)nc2ccccc12	5%	25%	3%

Molecules above that contain a nitro group on carbon (4):
molecule	FEN1 inhibitor	N370S GC mod	TDP1 block
COc1ccc(/C=N/NC(=O)c2c(C)nc3ccccn23)cc1[N+](=O)[O-]	-4%	3%	0%
Cc1nc(NNC(=O)c2ccc([N+](=O)[O-])cc2)cc(-c2ccccc2)n1	-14%	-13%	2%
O=C(Cn1cc(S(=O)(=O)Cc2cccc([N+](=O)[O-])c2)c2ccccc21)N1CCOCC1	-7%	-6%	1%
O=C(CN1CCCC1)Nc1ccc(Br)cc1[N+](=O)[O-]	-8%	-13%	x
